Compound activity: PubChem, National Center for Advancing Translational Sciences (NCATS)
TrxR1 substrate = substrates of rat thioredoxin reductase 1; O89049; purified TrxR1 substrate turnover, NADPH consumption readout; Potency, µM (doses to about 114 µM), inactives show at the highest dose activity change, negative = substrate turnover; 0.01% of 390,000 active; AID 588456; note: potency is the fitted concentration of half-maximal effect; % is set by controls: 0 for no effect and ±100 for the full control effect; nearly all actives have a fitted effect of over 50% in size
Target sequence (O89049 whole entry, looked up): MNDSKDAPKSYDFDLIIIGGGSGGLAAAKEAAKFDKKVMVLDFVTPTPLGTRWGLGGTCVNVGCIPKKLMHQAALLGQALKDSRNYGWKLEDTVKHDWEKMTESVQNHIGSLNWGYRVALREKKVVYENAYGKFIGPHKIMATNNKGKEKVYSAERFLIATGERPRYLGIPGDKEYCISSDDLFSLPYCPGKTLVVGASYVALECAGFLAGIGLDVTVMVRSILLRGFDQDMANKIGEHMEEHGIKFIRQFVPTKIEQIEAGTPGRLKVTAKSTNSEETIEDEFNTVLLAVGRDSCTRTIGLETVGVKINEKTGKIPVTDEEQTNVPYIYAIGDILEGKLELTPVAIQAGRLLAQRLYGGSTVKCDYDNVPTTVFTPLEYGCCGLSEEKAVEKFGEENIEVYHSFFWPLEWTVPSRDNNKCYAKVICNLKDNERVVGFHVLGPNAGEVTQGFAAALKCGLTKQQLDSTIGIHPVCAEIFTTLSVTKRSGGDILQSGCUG
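Rat TrxR1, dispensed at 90 nM, was prereduced with 400 uM NADPH (final) for 5 min at ~22 deg C, then incubated with compound 15 min before 400 uM selenite. A first-read NADPH fluorescence drop versus no-compound background flagged substrates.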
Vif-A3G inh = blocks the Vif interaction with human APOBEC3G; HeLa A3G-eYFP + Vif (tagged APOBEC3G with the HIV-1 protein that degrades it), YFP fluorescence, overnight; Potency, µM (titrated, usually from 46.1 µM), for inactives: at the highest dose activity, negative = active, hits mostly inhibitors; Q9HC16; 0.076% of 410,000 active;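 note: potency is the fitted concentration of half-maximal effect; % is set by controls: 0 for no effect and ±100 for the full control effect; nearly all actives have a fitted effect of over 60% in size; hits raise eYFP signal because A3G escapes Vif-driven loss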
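HeLa cells stably expressing Vif and C-terminally eYFP-tagged A3G, seeded overnight at 37 deg C, then exposed to compound by pintool overnight at 37 deg C. Rise in yellow fluorescence (Ex 488/Em 500-530, Acumen) marks blocked Vif-driven A3G degradation.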
RXFP1 agonist = activates the human relaxin receptor RXFP1 | Q9HBX9 | HEK293T-RXFP1 cAMP TR-FRET, 30 min; response scale: percent of porcine relaxin response, buffer zero | Potency, µM (highest dose often 57.5 µM), for inactives: at the top dose activation, hits mostly activators | 0.3% of 370,000 active; note: potency is the fitted concentration of half-maximal effect; % is set by controls: 0 for no effect and ±100 for the full control effect; nearly all actives have a fitted effect of over 60% in size; many of its hits are not listed in these tables
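HEK293 cells stably expressing RXFP1, treated 30 min at 37C with compounds plus PDE4 inhibitor Ro 20174; cAMP measured by HTRF TR-FRET. Normalized to buffer and 29 nM porcine relaxin; EC50 by Hill fit.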
LDHA block = blocks human lactate dehydrogenase A; activity change, % (values are at about 110 or 230 µM); AID 1347041; 0.15% of 480,000 active; purified LDHA, NADH/diaphorase-resazurin fluorescence; stronger effect = lower value; in the data active = activity change below about -30%; inconclusive = mostly about -25% to -30%;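 note: plate controls were DMSO wells for no effect and wells without enzyme for full effect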
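Human LDH5 (2 nM) was incubated with 0.06 mM NADH and 0.2 mM pyruvate for 5 min at room temperature in Tris pH 7.4. Remaining NADH was coupled through diaphorase/resazurin, and resorufin fluorescence was read at 0 and 20 min.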
USP1 inh = blocks the human USP1/UAF1 deubiquitinase complex; O94782; recombinant USP1/UAF1, Ub-Rhodamine cleavage fluorescence; Potency, µM (titrated, usually from 57.1 µM), for the others: top-dose activity change, negative = inhibition, most hits filed as inhibitors; 0.23% of 390,000 active; AID 743255; note: potency is the fitted concentration of half-maximal effect; % is set by controls: 0 for no effect and ±100 for the full control effect; nearly all actives have a fitted effect of over 60% in size; inactives centre near -12
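USP1/UAF1 complex at 1 nM was preincubated with compound for 15 min at room temperature, then Ub-Rho substrate (150nM final) was added. Fluorescence (480/540 nm) was read kinetically, 6 reads every 60 seconds.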
Vif-A3F inh = blocks the Vif interaction with APOBEC3F; HeLa A3F-eYFP + Vif (tagged APOBEC3F with the HIV-1 protein that degrades it), YFP fluorescence increase; AID 602313; 0.2% of 390,000 active; Potency, µM (highest dose often 46.1 µM), inactives show top-dose activity, negative = active; note: potency is the fitted concentration of half-maximal effect; % of control where 0% means no effect; nearly all actives have a fitted effect of over 65% in size
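HeLa cells stably expressing A3F-eYFP plus Vif, plated and incubated overnight at 37 deg C, then exposed to compounds overnight at 37 deg C. Blocked degradation read as raised yellow fluorescence (Ex 488/Em 500-530).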
IDH1 R132H inh = human IDH1 R132H inhibition | O75874 | 0.093% of 390,000 active | Potency, µM (series often up to 76.6 µM), for the others: at the highest dose activity change, negative = inhibition, usual class: inhibitors | AID 602179 | IDH1-R132H enzyme, NADPH consumption, diaphorase/resazurin fluorescence; note: potency is the fitted concentration of half-maximal effect; % is set by controls: 0 for no effect and ±100 for the full control effect; nearly all actives have a fitted effect of over 65% in size
Target sequence (O75874 whole entry R132H, stated change not applied): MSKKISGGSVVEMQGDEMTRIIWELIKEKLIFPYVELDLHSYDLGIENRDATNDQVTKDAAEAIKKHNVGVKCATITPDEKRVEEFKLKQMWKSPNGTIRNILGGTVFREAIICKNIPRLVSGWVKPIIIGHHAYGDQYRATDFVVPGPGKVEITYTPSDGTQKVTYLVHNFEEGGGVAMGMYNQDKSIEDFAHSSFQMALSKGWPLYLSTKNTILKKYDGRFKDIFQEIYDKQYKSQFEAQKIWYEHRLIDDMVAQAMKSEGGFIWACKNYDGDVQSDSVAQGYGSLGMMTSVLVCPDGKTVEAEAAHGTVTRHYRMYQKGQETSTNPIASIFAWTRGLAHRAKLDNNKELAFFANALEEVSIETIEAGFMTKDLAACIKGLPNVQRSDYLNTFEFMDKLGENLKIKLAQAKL
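IDH1-R132H (0.5 ug/mL) preincubated 30 min with compound, then NADPH (0.016 mM) and alpha-KG (2 mM) added; 80 min at RT, pH 7.5. Remaining NADPH coupled via diaphorase/resazurin to fluorescence (540/590 nm); concentration-response curves normalized to no-enzyme control.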
PI4K2A block = PI4K2A (human) kinase inhibition | purified PI4K2A, ADP-Glo luminescence, 1 h; stronger effect = lower value | AID 1346378 | activity change, negative = inhibition, % at 76.9 µM | 0.13% of 420,000 active; in the data active = activity change below about -50%; inconclusive = mostly about -30% to -49%;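 note: -100% = wells without enzyme as full effect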
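Compounds are screened against recombinant PI4K2A using PI as substrate and ATP, the latter dispensed at 300 microM. Reactions run one hour at ambient temperature before ADP-Glo detection; full inhibition defined by wells lacking enzyme.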
Glioma ERSR ind = induces the endoplasmic reticulum stress response in human glioma cells. U87-MG GRP78 promoter luciferase reporter, 16 h. Potency, µM, without a hit: top-dose activation, hits mostly activators. 0.02% of 420,000 active. AID 602332; note: potency is the fitted concentration of half-maximal effect; series mostly up to about 76 µM; % of control where 0% means no effect; nearly all actives have a fitted effect of over 35% in size
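ERSR induction read as luciferase luminescence (Bright-Glo, 10 min at room temperature) in stably transfected human U87-MG glioma cells exposed to compounds for 16 h, using GRP78 as sensor.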
Numbers without * were called inactive; ? = inconclusive; nt = not tested or not shown; & = joins results of further samples; [ ] = remark or other dose. Unless noted, calls come from the whole dose curve; as a rule, active = well fitted curve in the direction sought with a large enough effect; inconclusive = small, poorly fitted or top-dose-only effect, or another doubt; inactive = no such curve, though single readings can be large; an effect the other way counts as inactive or inconclusive. Only part of the results is shown, so the mix of outcomes need not match the whole.

SMILES | TrxR1 substrate | Vif-A3G inh | RXFP1 agonist | LDHA block | USP1 inh | Vif-A3F inh | IDH1 R132H inh | PI4K2A block | Glioma ERSR ind
Cc1cc(=O)oc2c3c(cc(OCC(=O)N[C@H](C(=O)O)c4ccccc4)c12)OC(C)(C)CC3 | 827.1%[activator] | 3.6% | 9.9% | 3.1 | -27.0% | 0.7% | 3.7% | -4.4 | -0.6%
O=C(CSc1nc2ccccc2n1CC(=O)N1CCOCC1)N1CCCC1 | 7.3%[57.1 µM] | 0.3% | 1.3% | -4.7 | -16.7% | 0.8% | 1.8% | 1.6 | -2.4%
COc1ccccc1CN1CC(C(=O)N(C)Cc2ccc(C)o2)CCC1=O (stereo not drawn) | 6.8% | 1.7% | 0.3% | 0.6 | -22.3% | -3.3% | -2.6% | -2.7 | 0.6%
CC(=O)n1nc(-c2cccnc2)nc1NCc1ccc(F)cc1 | 0.8% | 4.1% | 0.0% | -10.6 | -11.6% | -7.3% | -1.7% | -0.6 | -3.5%
O=C(N/N=C/C1=C(N2CCOCC2)C(=C\c2ccccc2)/CC1)Nc1ccccc1 | -6.4% | 0.2% | 1.9% | -2.6 | -22.5% | -22.3% | 11.1% | -2.4 | -2.7%
N#Cc1nc(Cc2ccccc2)oc1NCc1ccccc1Cl | -13.5% | -6.8% | -3.8% | -8.7&25.9 | -10.4% | -8.8% | -3.8% | -9.4 | 2.0%
COc1ccccc1N1CCN(C(=O)C2CCCO2)CC1 (stereo not drawn) | -3.1% | -1.4% | -0.3% | 7.7 | -11.8% | -4.8% | 0.0% | -1.5 | -1.8%
CCc1nnc(NC(=O)CCC(=O)N2CCN(C3CCCCC3)CC2)s1 | 7.6% | -0.5% | 2.4% | -5.6 | -4.4% | -1.9% | -2.8% | 0.0 | 0.1%
OCC1(Cc2cccc(Cl)c2)CCCN(Cc2ccc(F)c(F)c2)C1 (stereo not drawn) | 4.5%[57.1 µM] | 0.4% | -1.2% | -1.8 | -23.0% | 2.1% | -0.4% | 1.1 | -4.2%
O=C1C2C3C=CC(C3)C2C(=O)N1c1ncn[nH]1 (stereo not drawn) | -9.8% | 1.8% | -3.6% | -6.2 | 7.1% | 0.3% | 9.0% | -0.7 | -4.8%
COc1ccc(-c2ccc(CN3C(C(C)C)C(=O)N(Cc4cn(CCC5OCCO5)nn4)CCS3(=O)=O)cc2)cc1OC (stereo not drawn) | nt | 0.9% | nt | 6.7 | -1.3% | -17.6% | 4.2% | -5.9 | -1.4%
COC(=O)c1ccccc1N1C(=O)C2C(C1=O)[C@H]1C=C[C@@H]2C1 (stereo partly drawn) | 12.6%[57.1 µM] | 0.5% | -0.5% | -6.3 | -5.1% | 6.6% | 10.2% | 3.7 | -2.8%

The final 3 compounds of the part above come first, to join the parts:
SMILES | TrxR1 substrate | Vif-A3G inh | RXFP1 agonist | LDHA block | USP1 inh | Vif-A3F inh | IDH1 R132H inh | PI4K2A block | Glioma ERSR ind
O=C1C2C3C=CC(C3)C2C(=O)N1c1ncn[nH]1 (stereo not drawn) | -9.8% | 1.8% | -3.6% | -6.2 | 7.1% | 0.3% | 9.0% | -0.7 | -4.8%
COc1ccc(-c2ccc(CN3C(C(C)C)C(=O)N(Cc4cn(CCC5OCCO5)nn4)CCS3(=O)=O)cc2)cc1OC (stereo not drawn) | nt | 0.9% | nt | 6.7 | -1.3% | -17.6% | 4.2% | -5.9 | -1.4%
COC(=O)c1ccccc1N1C(=O)C2C(C1=O)[C@H]1C=C[C@@H]2C1 (stereo partly drawn) | 12.6%[57.1 µM] | 0.5% | -0.5% | -6.3 | -5.1% | 6.6% | 10.2% | 3.7 | -2.8%
COC(=O)c1ccccc1NC(=O)c1cccc(NC(=O)C(C)C)c1 | -1.4% | -10.6% | -1.9% | -1.9 | -15.0% | -1.2% | -4.8% | 1.3 | 2.1%
Cc1cccc(NC(=O)CN2CCN(C(=O)c3cnn(Cc4ccccc4)c3)CC2)c1C | -3.3% | -2.3% | -0.1% | -3.8 | 1.0% | 1.9% | -3.9% | 2.3 | -0.7%
COc1ccc(C)cc1NC(=O)c1ccoc1C | -4.7% | -1.1% | -1.5% | -4.3 | 0.8% | -5.8% | 0.7% | -7.5 | 2.5%
COc1ccc(NC(=O)c2ccco2)cc1NC(=O)c1ccccc1 | 6.4% | -0.2% | -1.8% | 1.8 | -17.1% | -6.9% | 4.0% | 2.6 | -2.3%
Cc1cc(=O)oc2c(CN3CCCC3)c(O)ccc12 | 836.5%[activator] | 0.6% | 21.5% | 0.6 | -17.9% | 0.7% | -2.8% | -1.1 | 1.7%
CCN(CC)S(=O)(=O)c1ccc(C)c(NC(=O)COC(=O)c2ccc(C)c(S(=O)(=O)N3CCOCC3)c2)c1 | -7.7% | 0.6% | 1.7% | 0.0 | -18.8% | -3.5% | 3.0% | 1.7 | -1.4%
COc1ccc(CNS(=O)(=O)c2ccc(F)c(C(=O)Nc3c(C)cc(C)cc3C)c2)cc1 | 3.8%[57.1 µM] | 2.7% | 4.1% | -5.0 | 3.6% | -8.3% | -0.4% | -0.3 | 2.1%
COc1cccc(OC)c1C(=O)N1CCN(Cc2ccccc2F)CC1 | nt | 2.6% | nt | -22.3 | 0.1% | 5.7% | -3.6% | 9.3 | -8.7%
Cc1nc(SCC(=O)N2CC(=O)Nc3ccccc32)nc(C)c1C | 8.9%[57.1 µM] | 1.5% | ? | -1.9 | -16.6% | -8.6% | 1.4% | 10.1 | -3.1%
Cc1ccc(C(=O)N2CCOCC2)cc1S(=O)(=O)N1CCOCC1 | 10.2% | -0.7% | 0.7% | -5.1 | -10.3% | 4.0% | 5.8% | -2.0 | -5.4%
COc1ccc(Cl)cc1NS(=O)(=O)c1cccc(C(=O)NC2CCC(O)CC2)c1 (stereo not drawn) | -6.9% | -9.2% | 1.1% | -1.4 | -27.7% | 7.1% | 2.8% | -2.3 | -1.4%
Nc1ccn([C@@H]2O[C@H](CNC(=O)[C@H]3CCC(=O)N3)[C@@H](O)[C@H]2O)c(=O)n1 | nt | -6.7% | nt | -4.4 | -12.9% | -9.8% | -4.4% | 2.0 | -2.2%
COC(=O)C1=C(CCc2ccccc2)NC(=O)NC1c1ccc(C#N)cc1 (stereo not drawn) | 8.4%[57.1 µM] | 3.4% | nt | -3.6 | -22.5% | 3.1% | -1.7% | -3.7 | -2.0%
O=C(NC1CCCCC1)C1CC(=O)N(CCc2ccc(F)cc2)C1 (stereo not drawn) | -5.5% | 0.1% | 1.3% | -10.8 | -1.3% | 6.9% | 0.0% | 10.9 | -4.4%
